# High-throughput results from PubChem.
# SNCA expr inh – reduces expression of the alpha-synuclein gene; HEK-293 SNCA-luciferase knock-in, luminescence, 24 h; Potency, µM (highest dose often 57.2 µM), for inactives: top-dose activity change, negative = inhibition, usual class: inhibitors; hit rate 0.17% among 140,000;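 note: potency is the fitted concentration of half-maximal effect; plate controls were DMSO cells for no effect and cell-free wells for full effect; nearly all actives have a fitted effect of over 45% in size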
# GPT2 inh – blocks human glutamate pyruvate transaminase 2. Q8TD30. Recombinant GPT2, coupled pyruvate oxidase/HRP Amplex Red fluorescence. Potency, µM (series often up to 57.7 µM), for the others: top-dose activity change, negative = inhibition, actives largely listed as inhibitors. hit rate 0.25% among 100,000. AID 1671188; note: potency is the fitted concentration of half-maximal effect; nearly all actives have a fitted effect of over 60% in size; many of its hits are not listed in these tables
#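 Fluorescence of coupled pyruvate oxidase/HRP/Amplex Red system (50uM Amplex, 30 min, dark) reports pyruvate formed by GPT2. Enzyme reaction: 10ng/uL GPT2, 2mM L-alanine, 250uM a-KG, 30 min room temperature, pH 7.5; 50uM AOA control.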
# Luciferase inh – Photinus pyralis luciferase inhibition; P08659; purified P. pyralis luciferase, luminescence, biochemical; Potency, µM (top dose mostly 115 µM), inactives show at the top dose activity change, negative = inhibition, actives largely listed as inhibitors; hit rate 2.5% among 76,000; note: potency is the fitted concentration of half-maximal effect; nearly all actives have a fitted effect of over 65% in size
# Target sequence (P08659 whole entry, looked up): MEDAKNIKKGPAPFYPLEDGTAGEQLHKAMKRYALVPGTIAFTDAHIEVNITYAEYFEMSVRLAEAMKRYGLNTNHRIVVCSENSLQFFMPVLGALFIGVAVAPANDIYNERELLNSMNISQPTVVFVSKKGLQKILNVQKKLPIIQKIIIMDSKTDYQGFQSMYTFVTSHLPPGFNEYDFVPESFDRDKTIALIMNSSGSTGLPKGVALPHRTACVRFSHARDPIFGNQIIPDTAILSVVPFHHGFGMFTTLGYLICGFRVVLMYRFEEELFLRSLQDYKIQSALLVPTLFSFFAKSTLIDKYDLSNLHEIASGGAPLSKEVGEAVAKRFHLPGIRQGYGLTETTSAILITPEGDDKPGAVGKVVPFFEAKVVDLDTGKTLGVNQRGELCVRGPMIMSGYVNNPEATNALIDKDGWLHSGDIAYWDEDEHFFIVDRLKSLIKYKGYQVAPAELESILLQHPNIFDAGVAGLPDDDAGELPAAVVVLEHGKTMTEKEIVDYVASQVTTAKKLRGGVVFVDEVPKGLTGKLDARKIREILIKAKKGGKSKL
#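 Purified P. pyralis luciferase (10nM final) in 50mM Tris acetate pH 7.5, 10mM Mg acetate, 0.01% Tween-20, 0.05% BSA with 10uM D-luciferin and 10uM ATP. Compounds titrated qHTS. Luminescence imaged on CCD.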
# NIH3T3 tox – NIH 3T3 cell cytotoxicity; hit rate 4.3% among 94,000; NIH 3T3 viability, CellTiter-Glo ATP luminescence, 48-72 h; Potency, µM (series often up to 96.7 µM), inactives show at the top dose activity change, negative = cytotoxicity, most hits filed as inhibitors; AID 1345082; note: potency is the fitted concentration of half-maximal effect; nearly all actives have a fitted effect of over 55% in size
#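 ATP-dependent luminescence (CellTiter-Glo) served as the viability signal for NIH 3T3 cells treated with compound for 48 or 72 hr at 37 °C.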
# HEK293 viab – cell viability loss counter-screen; Potency, µM (doses to about 57.1 µM), without a hit: top-dose activity change, negative = cytotoxicity, usual class: cytotoxic; hit rate 0.12% among 150,000; HEK-293-SNCA-luc viability, GF-AFC fluorescence, 24 h;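 note: potency is the fitted concentration of half-maximal effect; 0% = DMSO-treated cells and -100% = medium-only wells without cells; nearly all actives have a fitted effect of over 30% in size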
#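 HEK-293-SNCA-luc cells (1500/well) plated 24 h, then exposed 24 h to a dilution series; GF-AFC added 30 min at 37C, fluorescence 405/540 nm; normalised to medium-only and DMSO wells, Hill fit.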
# IP6K1 inhibitor – inhibitors of human IP6K1; hit rate 0.81% among 140,000; IP6K1 kinase, ADP-Glo luminescence, 2 h; active compounds read low; activity change, % (series mostly up to about 58 µM); Q92551; AID 1645851; in the data active = activity change below about -25%
# Target sequence (Q92551 whole entry, looked up): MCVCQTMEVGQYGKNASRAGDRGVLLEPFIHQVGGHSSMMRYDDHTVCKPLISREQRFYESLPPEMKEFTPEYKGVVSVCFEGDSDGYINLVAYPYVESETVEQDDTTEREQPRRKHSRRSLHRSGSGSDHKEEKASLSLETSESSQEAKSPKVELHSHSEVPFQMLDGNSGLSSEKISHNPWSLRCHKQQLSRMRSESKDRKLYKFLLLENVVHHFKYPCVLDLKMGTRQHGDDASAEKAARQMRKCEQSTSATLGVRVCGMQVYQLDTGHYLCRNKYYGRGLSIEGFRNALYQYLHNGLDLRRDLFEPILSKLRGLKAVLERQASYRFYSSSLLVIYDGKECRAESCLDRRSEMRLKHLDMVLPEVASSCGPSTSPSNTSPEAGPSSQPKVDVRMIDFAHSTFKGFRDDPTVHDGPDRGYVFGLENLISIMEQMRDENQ
#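 ADP-Glo luminescence measures ADP made by human IP6K1 during a 2 h RT reaction with ATP/IP6 (mix at 1.3 mM/130 uM); top library doses 57.5 and 19.1 uM final.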
# HEK293 tox – cytotoxic compounds in HEK 293 cells. HEK 293 viability, ATP luminescence (CellTiter-Glo), 48-72 h. Potency, µM (highest dose often 115 µM), inactives show at the highest dose activity change, negative = cytotoxicity, hits mostly inhibitors. hit rate 6.6% among 94,000; note: potency is the fitted concentration of half-maximal effect; nearly all actives have a fitted effect of over 60% in size
#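 Pintool-delivered compounds were incubated with HEK 293 cells (250 cells/well) at 37 degree Celsius for 48 or 72 hr. ATP-dependent luminescence (CellTiter-Glo) then reported remaining viable cells.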
# * hit, by the source's call; i = inactive; u = inconclusive; x = no result given; [ ] = another dose, or the depositor's remark. Unless noted, calls come from the whole dose curve; as a rule, active = well fitted curve in the direction sought with a large enough effect; inconclusive = small, poorly fitted or top-dose-only effect, or another doubt; inactive = no such curve, though single readings can be large; an effect the other way counts as inactive or inconclusive. Unless noted, % is set by controls: 0 for no effect and ±100 for the full control effect.
# Each structure is followed by: SNCA expr inh	GPT2 inh	Luciferase inh	NIH3T3 tox	HEK293 viab	IP6K1 inhibitor	HEK293 tox
- O=C(NC[C@H]1OC[C@@H](NC2CCCCC2)[C@@H]1O)c1ccc(F)cc1
→ -9.7%[87.6 µM]	-10.3%[88.5 µM]	-3.9%[172 µM]	-7.4%[138 µM]	2.0%[87.6 µM]	0.1	-12.1%[172 µM]
- O=C1CC2(CCN(C(=O)C3CCN([S+](=O)([O-])c4cccs4)CC3)CC2)Oc2ccccc2N1
→ 12.5%	i	x	u	-20.1%	9.4	28.2µM*
- O=C1CC(c2ccccc2)N(C(=O)CNC(=O)c2cccs2)CCCCCCN1 (centres undefined)
→ -2.3%	-9.6%	0.7%	i	-3.9%	2.9	-6.6%
- O=C(CN1C(=O)C2CCCCN2c2ccc(C(=O)N3CCCC3)cc21)NCc1ccc(F)cc1 (centres undefined)
→ -3.8%	x	x	x	-6.0%	-5.8	x
- COCCn1cc2c3c(cccc31)CN(C(=O)COc1cccc(C)c1)CC2
→ -27.7%	i	5.8%	u	7.0%	8.6	u
- CCC1=C(C(=O)OC)C(c2ccccc2C)N2C(CC(=O)N3CCCC3)=CSC2=N1 (centres undefined)
→ -6.0%	i	-8.6%	-17.2%	-25.7%	2.1	u
- COc1cccc(-c2ccc(C(=O)N3CCC(N[S+](=O)([O-])c4ccccc4)CC3)cc2)c1
→ -25.6%	i	x	u	2.5%[12.5 µM]	8.9	20µM*
- COc1cccc(-c2ccc(C(=O)NCCNC(=O)C(C)C)cc2)c1
→ x	x	x	u	x	-5.3	u
- COc1ccc(F)cc1-c1ccc(COc2ccc3c(cnn3CCC(=O)O)c2)cc1
→ -8.3%[87.6 µM]	4.8%[88.5 µM]	22.4µM*	-31.2%[138 µM]	0.0%[87.6 µM]	-16.8	u
- C=CCOc1c(OC)ccc2c1CN(CC)C(=O)CCN2CC(O)COc1ccc(OC)cc1 (centres undefined)
→ x	x	x	u	x	8.2	39.8µM*
- CC(C)(C)CC(=O)NC[C@H]1O[C@H](Cc2cc(-c3ccc(F)cc3)on2)CC[C@@H]1O
→ 154.9%[activator][87.6 µM]	i	u	u	-3.6%[87.6 µM]	-13.7	u
- O=C(CSc1nccn1Cc1ccc(Cl)cc1)NC1CCCC1
→ -6.1%	x	x	x	0.1%	-19.4	x
- Cc1ccc(-c2cc(C(F)(F)F)c(C#N)c(SCC(=O)Nc3ccccc3)n2)cc1
→ 12.5%	x	x	x	-3.7%	-1.2	x
- CCNc1ncnc2sc3c(c12)CCN(Cc1cccnc1)C3
→ -19.7%	i	-4.3%	u	2.0%	-3.3	u
- O=C(NCc1ccc(Cl)nc1)c1cnn2c1CN(C(=O)OCc1ccccc1)CC2
→ -22.4%	0.9%	x	-20.4%	-12.2%	20.3	-13.1%
- O=C(Cc1ccc(Br)cc1)NCc1nnc2ccc(-c3ccccc3)nn12
→ 4.5%	i	0.0%	-11.3%	0.4%	36.6	-24.2%
- CC1(c2cccnc2)N(Cc2ccccc2)C(=O)OC12CCN(C(=O)CN1CCOCC1)CC2 (centres undefined)
→ -6.1%	1.6%	-19.8%	u	5.8%	-15.8	-11.6%
- COCCN[C@H]1C[C@@H]2c3[nH]c4ccccc4c3C[C@@H](C(=O)OC)N2[C@H](c2ccccc2)C1
→ u	0.8%[88.5 µM]	-12.1%[172 µM]	35.5µM*	u	2.5	39.8µM*
- CN1CC(=O)N(c2ccccc2F)Cc2c1ncnc2N1CCN(c2ncccn2)CC1
→ -3.2%	-9.7%	-1.6%	-7.0%	2.8%	-14.7	i
- Cc1ncsc1CN1CCC2(CC1)CN(Cc1ccccc1)CC2CO (centres undefined)
→ -18.3%	i	3.1%	u	-18.2%	25.9	u
- CCN(CC)CCCNC(=O)c1ccc(Cn2c(SCc3ccccc3)nc3cccnc32)cc1
→ 12.7%	x	x	x	u	-9.3	x
- CC1(c2noc(C3CCOCC3)n2)CCN(Cc2ccc(OCC(N)=O)cc2)CC1
→ 8.0%	i	9.4%	-2.2%	1.7%	-10.7	-2.3%
- CC(C)(C)OC(=O)N1CCC(n2c(=O)[nH]c3cccnc32)CC1
→ -11.8%[87.6 µM]	i	6.7%[172 µM]	0.1%[138 µM]	-8.2%[87.6 µM]	0.2	-6.6%[172 µM]
- CSc1nccc(-c2cc(NCc3cccnc3)nc3[nH]ccc23)n1
→ u	-5.9%	-10.8%	u	-11.0%	20.0	-1.7%
- OCC1(CCCc2ccccc2)CCN(Cc2cccn2-c2nccs2)CC1
→ -9.4%	-6.0%	-0.8%	u	-11.5%	0.0	u
- CCn1nc(CC(C)C)cc1C(=O)NCc1cc(-c2cccc(F)c2)no1
→ -13.5%	-8.4%	-1.6%	u	8.5%	-9.7	u
- COC1CCOC2(CCN(C(=O)c3cccc(F)c3)CC2)C1 (centres undefined)
→ u	i	-4.1%	-9.4%	-8.7%[12.5 µM]	-8.1	-0.8%
- CCc1ccccc1Nc1sc(C(=O)c2ccccc2)c(N)c1S(=O)(=O)c1ccccc1
→ -18.2%	x	x	x	0.3%	4.0	x
- Cc1ncsc1CCC(=O)NCc1cc2n(n1)CCN(C(=O)N(C)C)C2
→ 10.1%	-40.8%	-2.4%	-10.3%	10.5%	-12.4	-3.8%
- CN(Cc1cccc(O)c1)C(=O)c1cc(COc2ccccc2F)[nH]n1
→ 0.6%	-8.5%	3.3%	-20.9%	-11.4%	-10.4	u

# One compound at a time (already shown). Order of screens: SNCA expr inh	GPT2 inh	Luciferase inh	NIH3T3 tox	HEK293 viab	IP6K1 inhibitor	HEK293 tox
# Results for COc1cccc(-c2ccc(C(=O)N3CCC(N[S+](=O)([O-])c4ccccc4)CC3)cc2)c1 : -25.6%	i	x	u	2.5%[12.5 µM]	8.9	20µM*
# Results for CC1(c2noc(C3CCOCC3)n2)CCN(Cc2ccc(OCC(N)=O)cc2)CC1 : 8.0%	i	9.4%	-2.2%	1.7%	-10.7	-2.3%

# Single entries from the list:
# HEK293 viab, O=C(CSc1nccn1Cc1ccc(Cl)cc1)NC1CCCC1 = 0.1%
# IP6K1 inhibitor, CC(C)(C)CC(=O)NC[C@H]1O[C@H](Cc2cc(-c3ccc(F)cc3)on2)CC[C@@H]1O = -13.7
# SNCA expr inh, CCc1ccccc1Nc1sc(C(=O)c2ccccc2)c(N)c1S(=O)(=O)c1ccccc1 = -18.2%
# IP6K1 inhibitor, Cc1ccc(-c2cc(C(F)(F)F)c(C#N)c(SCC(=O)Nc3ccccc3)n2)cc1 = -1.2
# HEK293 viab, COc1cccc(-c2ccc(C(=O)N3CCC(N[S+](=O)([O-])c4ccccc4)CC3)cc2)c1 = 2.5%[12.5 µM]

# (further entries)
# Each structure is followed by: SNCA expr inh	GPT2 inh	Luciferase inh	NIH3T3 tox	HEK293 viab	IP6K1 inhibitor	HEK293 tox
- Fc1ccc(-c2noc(-c3nnn4c3COC(c3ccc(F)cc3)C4)n2)cc1 (centres undefined)
→ 11.3%	i	8.5%	i	-1.8%	5.6	-0.6%
- CNC(=O)c1cc(C2CC2)nc2onc(C3CCN(C(=O)NC(C)C)C3)c12 (centres undefined)
→ x	x	x	-23.1%	x	-1.0	-14.5%
- O=C1COc2ccc(OCc3ccccc3)nc2CN1Cc1ccccc1F
→ -9.6%[87.6 µM]	i	-4.1%[172 µM]	100µM*	-0.2%[87.6 µM]	-19.1	u
- CCOC(=O)c1c(NC(=O)c2cc(-c3ccc(Br)cc3)on2)sc(C)c1C
→ 23.7%	x	x	x	6.8%	-14.1	x
- O=C(CC1(O)C(=O)N(CCc2ccccc2)c2ccc(Br)cc21)c1ccccc1O (centres undefined)
→ -6.2%	x	x	x	2.3%	-3.8	x
- CO[C@H]1COCCN(C(=O)c2cccnc2)C1
→ -5.9%[87.6 µM]	2.3%[88.5 µM]	-8.6%[230 µM]	-13.1%[230 µM]	9.4%[87.6 µM]	0.4	-3.4%[230 µM]
- c1coc(-c2noc(CN3CCCC3c3nc(-c4ccncc4)no3)n2)c1 (centres undefined)
→ -0.9%	u	1.4%	-23.4%	-5.5%	-1.0	-13.2%
- COc1ccc(CCC(=O)N2Cc3c(C(=O)N4CCCC4)nn(C)c3C2)cc1
→ -8.7%	2.8%	x	-14.6%	-1.7%	4.6	-1.3%
- Cc1cccc(CNC(=O)c2csc(N3CCN(c4ccccc4)CC3)n2)c1
→ -9.9%	-4.2%	-1.2%	u	-19.4%	1.9	39.8µM*
- COC(=O)c1ccc(NC(=O)N2CC(Oc3cccc(-c4nc(C)no4)c3)C2)cc1
→ 1.5%	-15.8%	-0.8%	u	-4.1%	-9.6	u
- O=C(NCc1ccc(F)cc1F)c1nnn2c1COC(c1ccc(Cl)cc1)C2 (centres undefined)
→ -11.2%	i	9.5%	-12.1%	6.0%	15.7	u
- COc1ccc(CN2C[C@@H](C(N)=O)[C@H](c3nc(C)no3)C2)c(Cl)c1OC
→ -2.8%	i	2.1%	-29.0%	-13.5%	7.3	-6.4%
- Cc1noc([C@H]2CCN(S(=O)(=O)Cc3ccccc3)C[C@H]2NC(=O)C2CC2)n1
→ 26.2%	2.8%	x	-5.1%	u	1.7	i
- COc1cccc(C(=O)N2C(C(=O)NCc3ccccc3)COC23CCN(C(=O)C2CC2)CC3)c1 (centres undefined)
→ 8.2%	-1.7%	-1.0%	-8.6%	0.5%	-8.3	-9.5%
- O=C(CS(=O)(=O)c1cccc2nsnc12)Nc1ccc(F)cc1
→ 21.5%	x	x	x	19.0%	-2.7	x
- COc1ccccc1C1C(C(N)=O)=C(C)Nc2nc(SCc3ccccc3F)nn21 (centres undefined)
→ 20.5%	x	x	x	-11.7%	29.4	x
- O=C(COC(=O)c1cc(-c2cccs2)nc2ccccc12)c1ccccc1
→ 60.7%[activator]	x	x	x	-4.6%	0.3	x
- COc1c(F)c(F)c(CN2CC(=O)N(C)c3ccccc3C2=O)c(F)c1F
→ -13.6%	i	9.9%	-6.9%	-2.1%	-15.7	-0.9%
- Cc1ccc(S(=O)(=O)N2CCC(CCC(=O)N3CCN(C)CC3)CC2)cc1
→ 1.5%	i	-0.1%	-11.1%	4.0%	17.3	2.3%
- O=[S+]([O-])(NC1CCN(c2ccc3nnc(C4CC4)n3n2)C1)c1cccc(C(F)(F)F)c1 (centres undefined)
→ x	x	x	u	x	20.1	u
- CCC(=O)N1c2ccc(S(=O)(=O)CCC(=O)N3CCN(c4ccc(F)cc4)CC3)cc2CC1C (centres undefined)
→ 4.1%	x	x	x	12.4%	-8.1	x
- Cc1cccnc1C(=O)NC1CCN(c2ccc(=O)n(C)n2)CC1
→ 23.9%	i	0.8%	i	-2.7%	-7.6	14.1%
- COc1ccc2c(c1)CCC1C2CC[C@@]2(C)C1CC[C@@H]2NCCCCCCN1C(=O)C=CC1=O (some centres undefined)
→ 29.4%	2.8%	x	x	10.9%	x	x
- CCc1ccc(CNC(=O)C2Cc3cc(S(=O)(=O)N4CCCCCC4)ccc3N2C(C)=O)cc1 (centres undefined)
→ 4.1%	x	x	x	9.3%	5.2	x
- COc1ccc(Nc2oc(-c3ccc(COc4ccccc4C)o3)nc2C#N)cc1
→ -24.6%	x	x	x	1.9%	-6.8	x

# Outcome played no part in choosing rows. About 7.7% of those tested had a hit in this group.
